Screening results: PubChem, several laboratories
LYPLA2 inh: LYPLA2 inhibitors, primary screen, counter-screen for PME1 inhibitor project, biochemical, fluorescence polarization, FP-Rh probe ABPP. AID 2177, 2009. inhibition, % at 5.9 µM. Acyl-protein thioesterase 2 (Homo sapiens), O95372. recombinant LYPLA2. 320,000 tested, 0.38% active;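 active = inhibition above the screen-wide mean plus 3 SD, limit set per campaign, cut at about 26% in these data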;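 note: 0% = LYPLA2 with DMSO and 100% = wells lacking LYPLA2 enzyme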
CTSL1 counter: Fasciola hepatica cathepsin L1 inhibitors, primary screen, counter-screen for PFM18AAP inhibitor project, biochemical, QFRET, fluorogenic peptide substrate; 300,000 tested, 0.49% active; inhibition, % at 5.96 µM; recombinant F. hepatica cathepsin L1, Z-Leu-Arg-MCA fluorescence;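 active = inhibition above the mean of all tested compounds plus 3 SD, set per screening campaign, cut at about 17% in these data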;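 note: 0% = plate median of test compound wells and 100% = 1 µM Z-Phe-Ala-diazomethylketone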
Efflux pump mplx: inhibitors of Candida efflux pumps in yeast, primary screen, S. cerevisiae, Nile Red, multiplex; 330,000 tested, 0.44% active; S. cerevisiae Candida pump triplex; inhibition, % at 10 µM;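 active = plate passing quality check with inhibition over a set limit, or well fluorescence over plate mean plus 4 SD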;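 note: Nile Red retained in pooled yeast measured as flow cytometry median fluorescence; 0% = buffer negative control and 100% = Enniatin B positive control; higher means more Nile Red kept so more efflux inhibition; some compounds called inactive have numbers as strong as hits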
JMJD2C inh: inhibitors of GASC-1 histone demethylase, primary screen, biochemical, fluorescence, DELFIA europium | Lysine-specific demethylase 4C (Homo sapiens), Q9H3R0 | GST-JMJD2C(1-420) H3K9me3 demethylation | inhibition, % at 2.35 µM | 330,000 tested, 0.069% active | AID 2099, 2009;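 active = more than half of a compound's replicate wells show inhibition beyond 50%, single wells judged on their own value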;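 note: signal counts dimethyl H3K9 product captured on neutravidin plate; 0% = median of DMSO wells and 100% = 0.3 times that DMSO median; strong numbers were not always called active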
Target sequence (Q9H3R0 1-420 limits assumed): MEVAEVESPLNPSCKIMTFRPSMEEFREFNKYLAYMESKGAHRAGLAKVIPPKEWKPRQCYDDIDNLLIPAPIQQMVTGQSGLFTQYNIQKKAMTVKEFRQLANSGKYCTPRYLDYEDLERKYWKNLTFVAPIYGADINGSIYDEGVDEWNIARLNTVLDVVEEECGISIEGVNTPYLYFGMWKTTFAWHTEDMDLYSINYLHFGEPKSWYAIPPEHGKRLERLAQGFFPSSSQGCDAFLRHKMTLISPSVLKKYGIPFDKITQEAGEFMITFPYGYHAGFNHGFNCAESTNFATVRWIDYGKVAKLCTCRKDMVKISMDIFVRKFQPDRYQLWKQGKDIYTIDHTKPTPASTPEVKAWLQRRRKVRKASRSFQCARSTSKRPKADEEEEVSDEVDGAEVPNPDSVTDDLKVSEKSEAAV
HCV core dimer: inhibitors of HCV core protein dimerization, primary screen, biochemical, TR-FRET, high-throughput | AID 1899, 2009 | 300,000 tested, 0.33% active | inhibition, % at 5 µM | TR-FRET GST/Flag-core106 dimerization, 1536-well;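 active = inhibition above the mean of all tested compounds plus 3 SD, set per screening campaign, cut at about 45% in these data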
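System: GST-tagged and Flag-tagged HCV core protein residues 1-106 / Input: core106 proteins, GST 13.5 nM and Flag 17 nM / Buffer or medium: KF-containing HEPES buffer, pH 7.45, DTT, CHAPS, BSA / Probe or stimulus: Eu-anti-GST and XL665-anti-Flag labelled anti-tag antibodies / Schedule: 4 h, 22.5 °C incubation / Technique: TR-FRET 671 and 617 nm emission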
TPT1 inh: Candida albicans TPT1 enzyme inhibitors, primary screen, biochemical, fluorescence polarization; recombinant caTPT1, FP RNA substrate dephosphorylation; inhibition, % at 5 µM; 300,000 tested, 0.81% active;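 active = inhibition above the mean of all tested compounds plus 3 SD, set per screening campaign, cut at about 24% in these data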;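 note: plate controls were DMSO alone for no effect and ferristatin control at 100 nM for full effect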
PP5 inh: PP5 phosphatase inhibitors, primary screen, biochemical, fluorescence; Serine/threonine-protein phosphatase 5 (Homo sapiens), P53041; purified PP5c, OMFP substrate fluorescence; inhibition, % at 6.7 µM; 320,000 tested, 0.18% active; AID 1987, 2009;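 active = inhibition above the campaign's mean inhibition across all tested compounds plus 3 SD, cut at about 9.5% in these data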;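 note: 0% = DMSO only and 100% = 100 µM cantharidin control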
Target sequence (P53041 whole entry, looked up): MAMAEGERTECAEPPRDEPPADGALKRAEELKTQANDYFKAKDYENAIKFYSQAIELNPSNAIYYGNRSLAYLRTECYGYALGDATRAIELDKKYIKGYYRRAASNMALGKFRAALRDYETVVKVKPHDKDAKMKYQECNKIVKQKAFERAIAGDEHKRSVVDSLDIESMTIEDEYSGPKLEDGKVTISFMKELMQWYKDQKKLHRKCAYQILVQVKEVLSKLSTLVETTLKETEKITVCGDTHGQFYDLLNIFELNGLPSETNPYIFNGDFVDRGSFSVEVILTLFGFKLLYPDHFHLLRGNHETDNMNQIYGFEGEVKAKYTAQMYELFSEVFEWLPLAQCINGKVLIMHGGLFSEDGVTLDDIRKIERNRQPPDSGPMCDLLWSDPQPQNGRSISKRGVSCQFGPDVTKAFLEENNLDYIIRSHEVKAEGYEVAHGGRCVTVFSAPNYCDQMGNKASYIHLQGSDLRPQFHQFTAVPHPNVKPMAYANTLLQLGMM
PREPL inhibitor: PREPL enzyme inhibitors, primary screen, biochemical, fluorescence polarization | Prolyl endopeptidase-like (Homo sapiens), Q4J6C6 | recombinant PREPL, fluorescence polarization activity-based probe | inhibition, % at 5.96 µM | 320,000 tested, 0.68% active; in the data active = inhibition above about 43%;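 note: 0% = enzyme with DMSO and 100% = wells lacking enzyme; many of its hits are not listed in these tables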
PP1 inh: PP1-alpha phosphatase inhibitors, primary screen, counter-screen for PP5 inhibitor project, biochemical, fluorescence, OMFP substrate, single point. purified PP1alpha. inhibition, % at 6.7 µM. 320,000 tested, 0.9% active. Serine/threonine-protein phosphatase PP1-alpha catalytic subunit (Homo sapiens), P62136;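 active = inhibition above the mean inhibition of all tested compounds plus 3 SD, computed separately for each screening campaign, cut at about 15% in these data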
Numbers without * were called inactive; / = not tested or not shown. This is a subset. The share of hits here may be higher or lower than overall.

SMILES	LYPLA2 inh	CTSL1 counter	Efflux pump mplx	JMJD2C inh	HCV core dimer	TPT1 inh	PP5 inh	PREPL inhibitor	PP1 inh
CC(=O)Nc1ccc(NC(=O)COC(=O)c2cc([N+](=O)[O-])ccc2N2CCOCC2)cc1	1	-9	-0.2	1	4	-6	-3.6	2	-3
O=C(CCCNC(=O)c1ccc(Cl)cc1)Nc1ccccc1C(F)(F)F	-5	1	-0.1	-16	-2	0	-0.7	10	-4
Cc1ccccc1NC(=O)CN1CCN(Cc2ccccc2)CC1	-7	5	0.0	-20	-29	-2	1.9	9	-1
CN1CCN(C(=O)c2cccn(Cc3ccc(C(F)(F)F)cc3)c2=O)CC1	1	0	0.2	-45	-10	1	0.8	16	-1
CCCCN(C(=O)CSCC(=O)Nc1ccc(C)cc1)c1c(N)n(CC(C)C)c(=O)[nH]c1=O	5	/	0.0	-7	/	/	2.7	7	0
Cn1nc(C(=O)NCc2cccc(F)c2)cc1C(=O)NCc1cccc(F)c1	7	/	0.1	1	/	/	2.4	7	-2
CCOc1ccc2c(C)c(C)c(=O)oc2c1OCC	-1	0	-0.1	-25	-3	-1	4.5	-3	0
COc1ccccc1CNC(=O)c1cccnc1	2	2	-0.1	-4	8	1	-1.4	-1	-1
CC(C)CCN(C(=O)c1ccncc1)c1c(N)n(Cc2ccccc2)c(=O)[nH]c1=O	-7	/	0.0	6	/	/	-1.1	12	1
CN(C)S(=O)(=O)c1ccc(NC(=S)NC(=O)Cc2ccccc2)cc1	5	-4	0.0	0	4	-3	3.7	4	2
O=[N+]([O-])c1ccc(S(=O)(=O)Nc2nnc(C3CCCCC3)s2)cc1	5	1	0.0	0	5	1	3.1	3	6
S=C1NCCOCCOCCOCCNC(=S)N2CCOCCOCCN1CCOCCOCC2	-3	0	-0.1	-10	-1	-2	2.6	0	-4
CCN(c1ccccc1)S(=O)(=O)c1ccc(Cl)c(NC(=O)CSc2nnc(C)s2)c1	2	-3	-0.3	7	0	-2	-1.3	-8	-4
Cc1ccc(C)c(NS(=O)(=O)c2cc(C(=O)NCC3CCCO3)ccc2C)c1 (configuration not stated)	3	3	0.0	-26	-3	-1	3.0	1	1
N#CCC(=O)N/N=C/c1ccc(OCc2ccccc2)cc1	-2	6	0.0	-29	-2	0	0.6	3	-1
N#C/C(=C\Nc1ccccc1SC(F)(F)F)c1nc(-c2ccc(F)cc2)cs1	-2	-1	0.2	26	15	-1	-3.7	10	-3
Cc1cccc(C(=O)NNC(=O)c2ccccc2[N+](=O)[O-])c1	-5	-1	0.0	4	3	2	-1.6	4	0
CCN1CCN(C(=O)C2CCCN(S(=O)(=O)c3cccc4nsnc34)C2)CC1 (configuration not stated)	4	0	0.0	8	8	-4	3.6	1	3
O=C(/C=C/NNC(=O)c1ccc(Cl)cc1)c1ccccc1	-3	2	0.3	2	0	-1	-0.4	7	-1
COc1ccc(NC(=O)c2ccc(-c3ccccc3Cl)o2)cc1	-7	0	0.0	2	5	-6	5.1	34	1
COc1ccc(NC(=O)C2CCN(S(=O)(=O)c3cn(C)nc3C)CC2)cc1	-6	-4	0.0	70	-5	2	1.3	16	-2
CCOC(=O)c1cnc(-n2nc(C)cc2C)nc1Oc1ccc(C(=O)OC)cc1	0	-6	0.3	5	0	1	1.1	1	-7
Cc1ccc(S(=O)(=O)N(C)C)cc1NC(=O)C1CCCN(C(=O)c2ccc(Cl)cc2)C1 (configuration not stated)	1	0	0.1	-2	3	2	0.9	-1	-5
N/C(=N\OC(=O)c1cccc([N+](=O)[O-])c1)c1cccnc1	3	-1	0.0	0	-2	-1	3.1	9	5
COC(=O)c1cc(S(=O)(=O)NCC2CCN(CCc3cccs3)CC2)cn1C	3	0	0.0	0	9	-2	-1.4	4	0

Looked up one by one from above:
SMILES	LYPLA2 inh	CTSL1 counter	Efflux pump mplx	JMJD2C inh	HCV core dimer	TPT1 inh	PP5 inh	PREPL inhibitor	PP1 inh
O=[N+]([O-])c1ccc(S(=O)(=O)Nc2nnc(C3CCCCC3)s2)cc1	5	1	0.0	0	5	1	3.1	3	6
CCOc1ccc2c(C)c(C)c(=O)oc2c1OCC	-1	0	-0.1	-25	-3	-1	4.5	-3	0
COC(=O)c1cc(S(=O)(=O)NCC2CCN(CCc3cccs3)CC2)cn1C	3	0	0.0	0	9	-2	-1.4	4	0
Cc1cccc(C(=O)NNC(=O)c2ccccc2[N+](=O)[O-])c1	-5	-1	0.0	4	3	2	-1.6	4	0
Cc1ccc(S(=O)(=O)N(C)C)cc1NC(=O)C1CCCN(C(=O)c2ccc(Cl)cc2)C1 (configuration not stated)	1	0	0.1	-2	3	2	0.9	-1	-5

The results go on.
SMILES	LYPLA2 inh	CTSL1 counter	Efflux pump mplx	JMJD2C inh	HCV core dimer	TPT1 inh	PP5 inh	PREPL inhibitor	PP1 inh
C[C@@H]1O[C@@H](OC[C@H]2O[C@@H](Oc3c(-c4ccc(O)cc4)oc4cc(O)cc(O)c4c3=O)[C@H](O)[C@@H](O)[C@@H]2O)[C@H](O)[C@H](O)[C@H]1O	-3	3	-0.2	/	-1	-3	1.2	13	-5
CCCOC1OC(=O)c2c1ccc(OC)c2OC (configuration not stated)	-4	-7	0.0	2	5	-3	-1.8	2	-4
O=C(Nc1ccc(N2CCCC2)cc1)c1ccccc1[N+](=O)[O-]	2	5	0.0	0	12	-2	1.3	30	19*
c1ccc(-c2nc3c(ccc4ccccc43)[nH]2)nc1	-4	3	0.0	-5	5	-1	2.0	8	8
C/C(=N\NC(=O)COc1ccccc1)c1ccc(O)cc1	-9	-6	0.3	7	4	-2	-5.2	14	10
CCCCOc1ccc(-c2nc(/C=N/c3nccs3)c(O)o2)cc1	-5	0	-0.1	-6	4	5	1.7	6	6
CCOC(=O)C1=C(CC)Nc2ccccc2N=C1NC(=O)c1ccc(S(=O)(=O)N2CCCC2)cc1	1	0	-0.1	16	6	-2	2.6	11	-3
Cc1noc(C)c1COc1ncnc2ccccc12	4	-1	-0.2	3	-5	5	2.3	-7	2
CCN(Cc1ccccc1)C(c1ccc(C)cc1)c1nnnn1C(C)(C)CC (configuration not stated)	-2	1	0.1	-1	16	-5	3.6	5	-2
O=C(c1cc2ccccc2oc1=O)N1CCN(Cc2ccc3c(c2)OCO3)CC1	4	5	-0.1	11	-2	-4	2.1	1	0
O=C1CC(c2ccccc2)Cc2nc(N3CCc4ccccc43)ncc21 (configuration not stated)	-2	0	0.0	0	12	4	1.6	12	-2
Cc1ccc(S(=O)(=O)N2CCN(C(=S)NCCc3ccccc3)CC2)cc1	9	1	-0.1	4	2	-1	6.8	-4	-1
COc1ccccc1N(CC(=O)Nc1ccc(S(=O)(=O)N2CCOCC2)cc1)S(C)(=O)=O	2	-1	0.1	-7	-6	2	-0.4	4	2
Cc1ccc(-n2nc3c(c2NC(=O)C(C)(C)C)CS(=O)(=O)C3)cc1	-2	-2	-0.4	-5	12	-3	-1.5	-2	-2
COc1cc(C2CC(=O)c3cnc(NC(=O)COc4ccccc4)nc3C2)cc(OC)c1OC (configuration not stated)	-1	-6	0.2	-3	8	-1	-1.4	5	-6
Cc1noc(C)c1CSc1ccccc1C(=O)O	1	0	0.1	-7	-1	3	0.4	2	-4
CCN(CC)C(=O)c1ccc(S(=O)(=O)N2CCC(c3nc4ccccc4s3)CC2)cc1	27*	3	0.1	6	3	-4	2.9	-13	1
CC(C)CN(C(=O)COC(=O)c1ccc([N+](=O)[O-])o1)C1CCS(=O)(=O)C1 (configuration not stated)	-1	-1	0.0	5	-10	-4	-0.5	10	-1
CS(=O)(=O)Nc1ccc(OCc2ccccc2)cc1	-4	0	0.0	-11	-4	-2	2.2	0	-1
COc1ccc(NC(=O)CN(C)C(=O)c2cn(-c3ccccc3)nc2-c2ccc(F)cc2)cc1	-3	/	0.2	5	/	/	5.7	-14	-1
CCCC/C(O)=C1\C(=O)CC(C)(C)CC1=NCCCCCC(=O)O	-1	-1	-0.1	23	-1	3	-0.7	-6	1
CCc1ccccc1NC(=O)c1ccc(NCCc2ccccc2)c([N+](=O)[O-])c1	0	1	-3.3	0	4	6	0.1	0	0
COc1ccc(-c2ccc(/C=C3/C(=N)N4C=CSC4=NC3=O)o2)c([N+](=O)[O-])c1	-4	0	0.2	-9	2	15	0.6	16	8
CCC(=O)NC(=S)Nc1ccc(NC(=O)c2ccc(C)c([N+](=O)[O-])c2)cc1	-5	5	0.2	-22	1	1	3.0	5	0
CC(C)Sc1cc(N2CCCC2)nc(-c2ccccc2)n1	4	1	0.0	8	-6	-2	1.4	9	3

Record cards, as listed above. Screens in order: LYPLA2 inh, CTSL1 counter, Efflux pump mplx, JMJD2C inh, HCV core dimer, TPT1 inh, PP5 inh, PREPL inhibitor, PP1 inh
Results for COc1ccccc1N(CC(=O)Nc1ccc(S(=O)(=O)N2CCOCC2)cc1)S(C)(=O)=O → 2, -1, 0.1, -7, -6, 2, -0.4, 4, 2
Results for CCOC(=O)C1=C(CC)Nc2ccccc2N=C1NC(=O)c1ccc(S(=O)(=O)N2CCCC2)cc1 → 1, 0, -0.1, 16, 6, -2, 2.6, 11, -3
Results for O=C1CC(c2ccccc2)Cc2nc(N3CCc4ccccc43)ncc21 (configuration not stated) → -2, 0, 0.0, 0, 12, 4, 1.6, 12, -2

The results go on:
SMILES	LYPLA2 inh	CTSL1 counter	Efflux pump mplx	JMJD2C inh	HCV core dimer	TPT1 inh	PP5 inh	PREPL inhibitor	PP1 inh
Cc1cc(C)cc(NC(=O)CN(C)S(=O)(=O)c2cccc3nsnc23)c1	6	0	0.1	4	3	0	0.1	-4	-1
NC(=O)c1csc(-c2ccncc2)n1	-2	2	-0.1	2	3	-2	6.5	-3	-2
CC(C)Nc1nc(C#N)nc(NC(C)C)n1	13	57*	0.0	3	2	0	3.0	8	-3
CC1(C)S/C(=N/N=C/c2cccs2)NC1=O	6	8	-0.1	11	-3	-8	0.5	-1	0
CSc1nc(NCC(C)O)c2c3c(sc2n1)CN(C)CC3 (configuration not stated)	-9	3	-0.1	14	1	-6	-2.3	9	-1
N#CCCn1cc(C(=O)Nc2ccc([N+](=O)[O-])cc2)c(-c2cccs2)n1	-13	8	0.0	6	-17	-1	-8.0	5	8
Cc1ccc(CCNC(=O)CCn2c(=O)c3cccn3c3ccc(F)cc32)cc1	6	2	-0.5	3	1	-1	-3.1	6	1
Cc1ccc(NS(=O)(=O)c2ccc3oc(=O)ccc3c2)cc1Cl	4	0	-0.1	-3	1	5	4.4	5	0
O=C(NC1CCN(Cc2ccccc2)CC1)c1ccccc1OCc1ccccc1Cl	14	2	0.0	-20	7	-1	5.5	8	2
